EPAC2 agonist = EPAC2 (human) agonism; Q8WZA2; Potency, µM (series often up to 154 µM), for the others: at the highest dose activation, actives largely listed as activators; EPAC2 activation, biochemical qHTS; response scale: 100% = 6.5 mM cAMP response; 0.079% of 360,000 active; further: nearly all actives have a fitted effect of over 50% in size
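Guanine nucleotide exchange by EPAC2 is measured as reduced fluorescence of BODIPY-GDP once it is released from 250 nM Rap1B. Plates are read kinetically for 30 min at room temperature; results are scaled to 6.5 mM cAMP.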
EPAC1 antagonist = antagonists of human EPAC1; EPAC1 GEF assay, Rap1b-BODIPY-GDP exchange fluorescence; O95398; 0.14% of 360,000 active; Potency, µM (titrated, usually from 115 µM), for inactives: top-dose activity change, negative = inhibition, hits mostly inhibitors; AID 720709;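 further: plate controls were vehicle for no effect and positive control for full effect; nearly all actives have a fitted effect of over 50% in size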
EPAC2 antag = blocks human EPAC2 exchange factor | Q8WZA2 | EPAC2 GEF exchange of Rap1B-BODIPY-GDP, fluorescence | Potency, µM (titrated, usually from 114 µM), inactives show at the highest dose activity, negative = inhibition, usual class: inhibitors | 0.18% of 360,000 active; further: on the % scale 0 is the no-effect control and ±100 the full control effect; nearly all actives have a fitted effect of over 45% in size; many of its hits are not listed in these tables
PTHR1 agonist = PTHR1 (human) receptor agonism. Q03431. HEK293 GP2 PTHR1 cells, GloSensor cAMP luminescence, 1 h. Potency, µM (doses to about 115 µM), without a hit: top-dose activation, most hits filed as activators. 0.075% of 410,000 active; further: nearly all actives have a fitted effect of over 55% in size; some results filed as inactive show a strong effect at the top dose; inactives centre near -15; many of its hits are not listed in these tables
Target sequence (Q03431 whole entry, looked up): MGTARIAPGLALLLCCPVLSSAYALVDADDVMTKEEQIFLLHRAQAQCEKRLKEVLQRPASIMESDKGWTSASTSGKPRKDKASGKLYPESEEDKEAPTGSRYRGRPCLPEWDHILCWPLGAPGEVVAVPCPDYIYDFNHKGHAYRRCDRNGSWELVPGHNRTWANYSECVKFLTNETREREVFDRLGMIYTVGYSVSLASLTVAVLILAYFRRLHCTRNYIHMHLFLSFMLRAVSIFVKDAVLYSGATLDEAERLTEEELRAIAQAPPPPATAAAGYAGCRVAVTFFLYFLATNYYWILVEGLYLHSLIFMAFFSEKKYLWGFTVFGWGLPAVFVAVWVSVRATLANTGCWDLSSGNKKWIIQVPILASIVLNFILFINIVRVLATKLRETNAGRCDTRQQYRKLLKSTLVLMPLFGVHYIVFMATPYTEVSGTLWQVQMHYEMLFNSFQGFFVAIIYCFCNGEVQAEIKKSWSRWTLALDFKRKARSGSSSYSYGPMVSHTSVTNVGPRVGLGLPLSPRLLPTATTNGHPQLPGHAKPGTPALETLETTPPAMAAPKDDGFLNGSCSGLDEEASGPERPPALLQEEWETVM
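HEK-293-derived GP2 cells expressing PTHR1 and a GloSensor cAMP reporter, 3,000/well, plated overnight, given luciferin plus IBMX (each 0.5 mM as added) for 1 h at 37 °C, then compound for 1 h at 37 °C. Luminescence was read after 15 min at room temperature.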
TDP-43 yeast inh = TDP-43 toxicity inhibition in yeast; 1.8% of 410,000 active; TDP-43 expressing yeast growth rescue, BacTiter-Glo, 24 h; Potency, µM (highest dose often 46.1 µM), without a hit: at the top dose growth rescue (activation), hits mostly activators; further: % of control where 0% means no effect; nearly all actives have a fitted effect of over 50% in size
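Yeast cells expressing TDP-43 under galactose induction are exposed to compounds for 24 hr at 30 deg C. BacTiter-Glo luminescence measures growth, so protective compounds score as activators.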
aSyn yeast inh = inhibitors of alpha-synuclein toxicity in yeast. 0.14% of 370,000 active. AID 652106. Yeast expressing alpha-synuclein, growth rescue, BacTiter-Glo, 24 h. Potency, µM (top dose mostly 46.1 µM), for inactives: top-dose growth rescue (activation), hits mostly activators; further: % of control where 0% means no effect; nearly all actives have a fitted effect of over 65% in size
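Rescue of yeast growth: cells expressing toxic alpha-synuclein, induced in galactose at OD600 0.02, incubated with compound 24 h at 30 C. ATP luminescence quantified growth; inhibitors of toxicity appear as activators.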
FUS yeast rescue = FUS proteinopathy suppression in yeast | S. cerevisiae FUS-expressing, growth rescue, OD600, 24 h | Potency, µM (series often up to 76.6 µM), inactives show at the top dose growth rescue (activation), most hits filed as activators | 0.24% of 390,000 active | AID 1347120;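 further: plate controls were DMSO vehicle for no effect and reference control for full effect; nearly all actives have a fitted effect of over 55% in size; some results filed as inactive show a strong effect at the top dose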
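Steps: raffinose overnight preculture; dilution to OD 0.005 in 2% galactose minimal medium; compound addition (concentration series); 24hr at 30C, 99% humidity; absorbance read at 600 nm.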
EPAC1 ag = EPAC1 (human) agonism; O95398; EPAC1 agonist qHTS, biochemical assay; response scale: 100% = response to 6.5 mM cAMP; Potency, µM (series often up to 154 µM), for inactives: top-dose activation, most hits filed as activators; 0.073% of 360,000 active; AID 720707; further: nearly all actives have a fitted effect of over 60% in size
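Compounds were pinned as a concentration titration into mixtures of EPAC1 (100 nM), BODIPY-GDP-loaded Rap1B (250 nM) and GDP (50 uM). After 5 min at room temperature, fluorescence was followed for 30 min; activity was scaled to 6.5 mM cAMP.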
Active calls of the source: *; i = inactive; ? = inconclusive; · = no result given; [ ] = remark or other dose. The call rests on the fitted dose curve; in most records, active means well fitted curve in the direction sought with a large enough effect; inconclusive means small, poorly fitted or top-dose-only effect, or another doubt; inactive means no such curve, though single readings can be large; an effect the other way counts as inactive or inconclusive. Potency means the concentration at half of the fitted maximal effect. An excerpt. The share of hits here may be higher or lower than overall.

Key to letters – A = EPAC2 agonist; B = EPAC1 antagonist; C = EPAC2 antag; D = PTHR1 agonist; E = TDP-43 yeast inh; F = aSyn yeast inh; G = FUS yeast rescue; H = EPAC1 ag
O=C(COC(=O)c1ccccc1NCCO)NCC1CCCCC1
  A: 13%	B: -21%	C: 5%	D: -14%	E: 14%	F: 1%	G: -2%	H: 14%
C/C(=N\NC(=O)COc1ccc(C)cc1[N+](=O)[O-])c1ccc2c(c1)OCCO2
  A: 1%	B: 16%	C: 11%	D: -82%[inhibitor]	E: -20%	F: 16%	G: 31%	H: -8%
COc1ccc(C2CC(=O)c3sc(N)nc3C2)cc1 (configuration not stated)
  A: -16%	B: 2%	C: 8%	D: i	E: -8%	F: -2%	G: 12%	H: -2%
CCC(=O)N1CCc2cc(S(=O)(=O)N3CCN(c4ccccc4Cl)CC3)ccc21
  A: 11%	B: 5%	C: 0%	D: i	E: 4%	F: 0%	G: 23%	H: 8%
CCn1c(SCC(=O)Nc2ccc(F)cc2)nnc1C1CC1
  A: 7%	B: 12%	C: 0%	D: -21%	E: -9%	F: -4%	G: -3%	H: 0%
O=S(=O)(Nc1ncnc2sc3c(c12)CCC3)c1ccc2ccccc2c1
  A: -2%	B: -7%	C: -3%	D: 2%[57.5 µM]	E: -10%	F: -37%[inhibitor]	G: ?	H: 11%
CC(C)c1ccccc1NC(=O)c1cccnc1
  A: 3%	B: 2%	C: 9%	D: 3%[57.5 µM]	E: -5%	F: 9%	G: -19%	H: 0%
CCOc1ccc(N(CC(=O)Nc2ccc(Br)cc2)S(C)(=O)=O)cc1
  A: 10%	B: -14%	C: -17%	D: i	E: 5%	F: -11%	G: -1%	H: -8%
C=CCNC(=S)Nc1ccc(N(C)C)cc1
  A: 8%	B: -1%	C: 11%	D: -3%	E: -15%	F: 14%	G: 17%	H: -3%
Fc1ccccc1/C=N/n1c(COc2ccccc2)n[nH]c1=S
  A: 1%	B: -21%	C: -20%	D: i	E: ?	F: -22%	G: 14%	H: 9%
COc1cc(/C=N/NC(N)=O)ccc1OCC(=O)Nc1ccc(C)c(C)c1
  A: 1%	B: -23%	C: 0%	D: i	E: 8%	F: 1%	G: ?	H: 0%
O=C(CN(CC1CCCO1)C(=O)CNS(=O)(=O)c1ccc(F)cc1)NCC1CCCO1 (configuration not stated)
  A: 5%	B: 6%	C: 5%	D: -5%	E: -4%	F: -9%	G: -4%	H: 17%
Nc1nnc(SCC(=O)Nc2cccc(S(=O)(=O)N3CCCCC3)c2)s1
  A: 5%	B: 1%	C: -9%	D: -14%	E: 2%	F: -2%[1.84 µM]	G: ?	H: -5%
CC1CN(Cc2nc3c(c(=O)n(C)c(=O)n3C)n2CC(=O)c2ccccc2)CC(C)O1 (configuration not stated)
  A: 10%	B: 5%	C: -2%	D: -7%[57.5 µM]	E: -16%	F: 7%	G: 22%	H: 9%
O=C(Cc1ccsc1-c1ccccc1)NO
  A: 5%	B: 6%	C: 7%	D: -23%[57.5 µM]	E: -6%	F: -4%	G: 6%	H: -6%
O=c1c(C/C=C/c2ccccc2)c(O)nc2n1CCCS2
  A: 4%	B: -3%	C: -4%	D: i	E: -2%	F: -1%	G: 51%	H: 5%
O=C(Oc1ccc2ccc(=O)oc2c1)c1ccco1
  A: 5%	B: -5%	C: 3%	D: -13%	E: -22%	F: 12%	G: -14%	H: -1%
CCN(CC(=O)NCc1ccc(F)cc1)C(=O)COc1ccccc1[N+](=O)[O-]
  A: -4%	B: 6%	C: 0%	D: -17%	E: 12%	F: 4%	G: 24%	H: 0%
CC(=O)OCC1OC(n2c(S)c(C#N)c(-c3ccccc3)c(C#N)c2=O)C(OC(C)=O)C(OC(C)=O)C1OC(C)=O (configuration not stated)
  A: -4%	B: -5%	C: 12%	D: -3%	E: 15%	F: -14%	G: ·	H: -24%
OC(c1cccc(CN2CCCCC2)c1)c1ncc(-c2cccc3ccccc23)[nH]1 (configuration not stated)
  A: -2%	B: 0%	C: -8%	D: i	E: ?	F: 2%	G: 0%	H: -14%
Nc1ccc2nc3c(=O)[nH]c(=S)[nH]c3nc2c1
  A: ?	B: 7%	C: 115%[activator]	D: i	E: -7%	F: -2%	G: -18%	H: 89µM*
COC(=O)c1ccc(NC(=O)Nc2ccc(OC)c(OC)c2)cc1
  A: -2%	B: -12%	C: 0%	D: -37%[inhibitor]	E: 23%	F: 3%	G: ·	H: 4%
O=C(Cc1ccccc1Cl)N/N=C/c1cccnc1
  A: 7%	B: -11%	C: 6%	D: i	E: 1%	F: -9%	G: 9%	H: 10%
O=C(COC(=O)c1ccc([N+](=O)[O-])cc1)Nc1ccccc1C(=O)NC1CC1
  A: 9%	B: 23%	C: 1%	D: i	E: 3%	F: -6%	G: -13%	H: 11%
N/C(=N\OC(=O)c1ccc(F)cc1)c1nonc1N
  A: -3%	B: -11%	C: 6%	D: -21%	E: -21%	F: -21%	G: ·	H: -1%

Reprinted from the part before: three compounds, followed by the next part.
Key to letters – A = EPAC2 agonist; B = EPAC1 antagonist; C = EPAC2 antag; D = PTHR1 agonist; E = TDP-43 yeast inh; F = aSyn yeast inh; G = FUS yeast rescue; H = EPAC1 ag
O=C(Cc1ccccc1Cl)N/N=C/c1cccnc1
  A: 7%	B: -11%	C: 6%	D: i	E: 1%	F: -9%	G: 9%	H: 10%
O=C(COC(=O)c1ccc([N+](=O)[O-])cc1)Nc1ccccc1C(=O)NC1CC1
  A: 9%	B: 23%	C: 1%	D: i	E: 3%	F: -6%	G: -13%	H: 11%
N/C(=N\OC(=O)c1ccc(F)cc1)c1nonc1N
  A: -3%	B: -11%	C: 6%	D: -21%	E: -21%	F: -21%	G: ·	H: -1%
CSC1=NCCN1C(=O)c1cccs1
  A: 2%	B: 5%	C: -11%	D: i	E: 21%	F: 4%	G: -11%	H: 9%
O=C(Nc1ccc([N+](=O)[O-])cc1)c1ccccc1F
  A: -3%	B: 18%	C: 3%	D: i	E: 24%	F: 2%	G: -5%	H: -2%
O=c1c2ccccc2nc2sc(Nc3cccc(Cl)c3)nn12
  A: 4%	B: -3%	C: -1%	D: i	E: ·	F: ·	G: -15%	H: -8%
Cc1c(Cc2ccccc2)c(=O)oc2c(C)c(OCC(=O)Nc3ccc(C#N)cc3)ccc12
  A: 5%	B: 7%	C: -3%	D: -9%	E: -4%	F: -2%	G: 8%	H: 9%
Clc1ccc(-n2nnnc2-c2cnc3ccccc3c2-c2ccccc2)cc1
  A: 9%	B: -30%	C: -9%	D: i	E: ?	F: ?	G: 22%	H: 7%
COc1ccc(CCNS(=O)(=O)c2cc3c4c(c2)CCN4C(=O)CC3)cc1
  A: 16%	B: -1%	C: 1%	D: i	E: 11%	F: 2%	G: 13%	H: -55%[inhibitor]
CCC1=NN(C(=O)c2ccccc2[N+](=O)[O-])C(O)(c2ccccc2)C1 (configuration not stated)
  A: 0%	B: 6%	C: 6%	D: -48%[inhibitor]	E: 7%	F: 2%	G: -20%	H: -10%
COCCNC(=O)Cn1cc2c(n1)CCC(C)C2 (configuration not stated)
  A: 4%	B: -7%	C: 2%	D: -20%	E: 6%	F: -1%	G: -22%	H: -6%
Oc1ccc2oc3c(c2c1C=NCc1ccncc1)CCCC3
  A: 12%	B: -17%	C: -9%	D: -36%	E: -48%[inhibitor]	F: 9%	G: 27%	H: -1%
O=S(=O)(Nc1ccc(Br)cc1)c1cccc2cccnc12
  A: 25%	B: -3%	C: -8%	D: i	E: -16%	F: 12%	G: 28%	H: 5%
CC(=O)N1C(=O)C2(Nc3ccccc3N2)c2ccccc21
  A: 24%	B: -10%	C: 0%	D: i	E: 10%	F: 2%	G: -5%	H: 19%
COc1ccc(-c2nn(-c3ccccc3)cc2/C=C\C(=O)N2CCOCC2)cc1[N+](=O)[O-]
  A: 3%	B: -5%	C: -10%	D: i	E: -8%[0.397 µM]	F: 2%	G: 21%	H: 1%
CCCC(=O)NC(Nc1ccccc1OC)C(Cl)(Cl)Cl (configuration not stated)
  A: 3%	B: 9%	C: 6%	D: -2%[57.5 µM]	E: -9%	F: -3%	G: 6%	H: 2%
CC1Oc2ccccc2OC1(O)c1ccc2ccccc2n1 (configuration not stated)
  A: 11%	B: -9%	C: -3%	D: -14%	E: ?	F: 0%	G: 11%	H: 5%
COc1cccc(C(=O)C2CCCN(CC3=Cc4cc(OC)ccc4OC3)C2)c1 (configuration not stated)
  A: 17%	B: ?	C: -9%	D: -63%[inhibitor]	E: -29%	F: -2%	G: 20%	H: 17%
O=C(Nc1nncs1)c1ccc(S(=O)(=O)c2ccccc2)cc1
  A: 0%	B: 2%	C: -12%	D: i	E: 3%	F: -1%	G: 7%	H: 1%
O=C(CN1CCN(S(=O)(=O)c2ccc(F)cc2)CC1)NCC1(N2CCOCC2)CCCCC1
  A: -1%	B: -6%	C: 7%	D: i	E: 24%	F: -8%	G: 6%	H: 3%
O=C(Nc1cccc(-n2cnnn2)c1)c1cccnc1
  A: 10%	B: 2%	C: -3%	D: i	E: 12%	F: 0%	G: -13%	H: 14%
CC12CCC(C(=O)O)(c3nc(C#N)c(C#N)nc31)C2(C)C (configuration not stated)
  A: 4%	B: 9%	C: 9%	D: i	E: -20%	F: 10%	G: 3%	H: -3%
O=C(Nc1ccccc1F)c1ccccc1-c1ccc(C(F)(F)F)cc1
  A: -5%	B: -6%	C: 7%	D: -17%	E: ?	F: 4%	G: ·	H: -15%
CC(=O)Nc1cc(-c2ccc(C(=O)N3CCOCC3)cc2)cn2c(-c3cccc(C(C)=O)c3)cnc12
  A: 6%	B: -18%	C: 6%	D: -24%	E: ?	F: 1%	G: 24%	H: -8%
CN(C)c1ccc(-n2cccc2)cc1
  A: 11%	B: 5%	C: -16%	D: i	E: 0%	F: 0%	G: 2%	H: -3%
Cc1ccc(NC(=O)C(c2ccccc2)N2CCN(CC(=O)N3CCOCC3)CC2)cc1Cl (configuration not stated)
  A: -6%	B: 2%	C: -6%	D: -64%[inhibitor]	E: 7%	F: 0%[1.84 µM]	G: 10%	H: -8%
COc1ccc(Br)cc1CN1CCN(C(=O)c2ccco2)CC1
  A: -2%	B: 4%	C: -7%	D: -2%	E: 11%	F: -1%	G: 3%	H: -2%
C/C(=N\NS(=O)(=O)c1c(C)cc(C)cc1C)c1ccncc1
  A: 0%	B: -14%	C: 0%	D: -22%	E: -10%	F: -2%	G: -3%	H: -2%
CCn1cc(C(=O)O)c(=O)c2cc(F)c(N3CCN(C(=S)NC(=O)c4cc(OC)cc(OC)c4)CC3)cc21
  A: 12%	B: -19%	C: -12%	D: i	E: 9%	F: -14%	G: 2%	H: 0%
Cc1ccccc1N1OC2C(=O)N(c3ccc(F)cc3)C(=O)C2C1c1ccccn1 (configuration not stated)
  A: 3%	B: -10%	C: 11%	D: i	E: -16%	F: 2%	G: 27%	H: -4%

Compound activity deposited in PubChem BioAssay by National Center for Advancing Translational Sciences (NCATS).
